HCV inh: blocks hepatitis C virus | Huh7.5.1 HCVcc-Cre infection, luciferase reporter, 44 h | Potency, µM (doses to about 41.8 µM), for the others: at the highest dose activity change, negative = inhibition, hits mostly inhibitors | 340,000 compounds, 3.4% hits | AID 651820; note: potency is the fitted concentration of half-maximal effect
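Seed cells (1,000/well) for 4 h; treat with compound and infect with HCVcc-Cre, moi about 0.5. Incubate 44 h, then detect luciferase activity.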
Sm TGR inh: inhibitors of Schistosoma mansoni thioredoxin glutathione reductase; Q962Y6; purified TGR, DTNB reduction, TNB absorbance 405 nm; Potency, µM (series often up to 114 µM), without a hit: at the highest dose activity change, negative = inhibition, actives largely listed as inhibitors; 360,000 compounds, 3% hits; AID 485364; note: potency is the fitted concentration of half-maximal effect; nearly all actives have a fitted effect of over 60% in size
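Kinetic colorimetric format: TGR-catalysed, NADPH-driven DTNB reduction monitored via TNB absorbance. Enzyme dispensed at 20 nM; compound exposure 15 min at room temperature before reaction start.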
HCMV inh: inhibitors of human cytomegalovirus. 410,000 compounds, 4.5% hits. HFF cells, HCMV-luciferase reporter, 72 h; stronger effect = lower value. activity change, negative = inhibition, % at 57.5 µM; in the data active = activity change below about -60%; inconclusive = no clear call, values can overlap the other calls; inactive = above about -39%
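Human foreskin fibroblasts infected with luciferase-reporter HCMV at MOI 1 PFU/cell, compounds at two doses. Luciferase measured 72 h post infection; normalized to buffer-only basal and Salinomycin (10uM) controls.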
FBPA Giardia inh: blocks Giardia fructose-bisphosphate aldolase activity. purified Giardia FBPA. 290,000 compounds, 0.71% hits. A8B2U2. Potency, µM (doses to about 59.6 µM), for inactives: top-dose activity, negative = inhibition, usual class: inhibitors; note: potency is the fitted concentration of half-maximal effect; nearly all actives have a fitted effect of over 55% in size
Target sequence (A8B2U2 whole entry, looked up): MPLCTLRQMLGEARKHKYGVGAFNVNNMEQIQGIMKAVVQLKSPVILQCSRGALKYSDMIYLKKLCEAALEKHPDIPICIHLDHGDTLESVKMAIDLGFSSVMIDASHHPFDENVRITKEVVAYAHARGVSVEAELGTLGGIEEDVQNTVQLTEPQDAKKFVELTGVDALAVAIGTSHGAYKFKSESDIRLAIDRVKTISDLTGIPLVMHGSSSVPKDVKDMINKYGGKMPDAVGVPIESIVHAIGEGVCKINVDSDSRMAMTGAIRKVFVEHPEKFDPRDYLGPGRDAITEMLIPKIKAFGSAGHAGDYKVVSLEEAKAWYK
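40 nM FBPA preincubated 10 min at RT with compound (up to 57.5 uM final), then substrate plus GAPDH/TPI/NAD/arsenate coupling and diaphorase/resazurin added. Fluorescence read after 20 min at RT, 525/598 nm.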
AMA1 RON2 block: AMA1-RON2 (P. falciparum) interaction inhibition | Potency, µM (top dose mostly 58.2 µM), for inactives: at the highest dose activity change, negative = inhibition, actives largely listed as inhibitors | AlphaScreen AMA1-biotinylated RON2 peptide binding | 360,000 compounds, 0.2% hits;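 note: potency is the fitted concentration of half-maximal effect; 0% = vehicle wells and -100% = peptide control; nearly all actives have a fitted effect of over 45% in size; some results filed as inactive show a strong effect at the top dose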
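AMA1 (3D7) with his tag at 25 nM final met compounds first, then biotinylated RON2 peptide at 25 nM; detection used donor plus acceptor beads, 10 µg/mL apiece, read by AlphaScreen after 30 min at room temperature.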
AmpC detergent: inhibitors of E. coli AmpC beta-lactamase with detergent. AmpC hydrolysis of nitrocefin, absorbance 480 nm, 0.01% Triton. P00811. 370,000 compounds, 0.041% hits. Potency, µM (doses to about 114 µM), for the others: at the highest dose activity change, negative = inhibition, actives largely listed as inhibitors. AID 485294;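 note: potency is the fitted concentration of half-maximal effect; 0% = no-compound wells and -100% = no-enzyme wells; nearly all actives have a fitted effect of over 25% in size; some results filed as inactive show a strong effect at the top dose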
Target sequence (P00811 whole entry, looked up): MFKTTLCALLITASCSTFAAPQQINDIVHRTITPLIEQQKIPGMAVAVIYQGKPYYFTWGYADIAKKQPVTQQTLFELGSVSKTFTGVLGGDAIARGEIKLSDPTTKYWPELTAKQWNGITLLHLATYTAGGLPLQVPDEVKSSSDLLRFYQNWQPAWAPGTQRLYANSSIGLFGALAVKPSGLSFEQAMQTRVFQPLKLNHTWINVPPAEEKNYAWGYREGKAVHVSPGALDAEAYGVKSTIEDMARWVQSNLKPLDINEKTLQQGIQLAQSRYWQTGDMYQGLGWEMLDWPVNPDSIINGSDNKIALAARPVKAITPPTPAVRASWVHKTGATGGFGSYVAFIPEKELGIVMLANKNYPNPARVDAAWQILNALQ
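20 mM phosphate pH 7.0 + 0.01% (detergent screen) or 0.0001% Triton X-100; 5.3 nM AmpC reagent; cpd preinc 15 min RT; nitrocefin (800 uM stock) to start; A480 q20 s × 4 min; Activity was normalised to no-enzyme and no-compound control wells.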
An asterisk follows results filed as active; ? = inconclusive; nt = not tested or not shown; & = joins results of further samples; [ ] = dose if it differs, or a comment. Unless noted, calls come from the whole dose curve; as a rule, active = well fitted curve in the direction sought with a large enough effect; inconclusive = small, poorly fitted or top-dose-only effect, or another doubt; inactive = no such curve, though single readings can be large; an effect the other way counts as inactive or inconclusive. Unless noted, % is set by controls: 0 for no effect and ±100 for the full control effect.

SMILES	HCV inh	Sm TGR inh	HCMV inh	FBPA Giardia inh	AMA1 RON2 block	AmpC detergent
Cc1ccc2[nH]c(=O)c(C(c3nnnn3C(C)(C)C)N3CCN(C(=O)c4ccco4)CC3)cc2c1 (centres undefined)	?	?	16	nt	2%	-9%
CC(O)CNC(=O)Cc1cc(=O)[nH]c(=O)[nH]1 (centres undefined)	22%	4%	8	3%	-1%	2%
CN(C)c1ccc(N/C=C/C(=O)c2ccc(F)cc2)cc1	-4%	0%	nt	-30%	-29%	-14%
CC(=O)c1ccc(NC(=O)CSc2nc3[nH]c(=O)cc(O)c3s2)cc1	-10%	nt	39	nt	-9%	nt
COC(=O)C1=C(c2cc3ccccc3o2)C[C@@H]2CC[C@H]1N2C(=O)N1CCCC1	?	nt	-60*	nt	-1%	nt
Cc1cc(N)c(NC2=CC(=O)CC(C)(C)C2)cc1C	21%	3%	61	1%	88%[activator]	-1%
Cn1c(=O)c2c(nc(N/N=C/c3c(O)n(-c4ccccc4)c(=S)[nH]c3=O)n2C)n(C)c1=O	10%	0%	-19	-16%	83%[activator]	-15%
CCCOC(=O)c1ccc(OCC(O)Cn2c(C)nc3ccccc32)cc1 (centres undefined)	2%&5%	-2%	-32	-8%	-9%	?
CCN(CC(=O)Nc1ccccc1C(F)(F)F)C(=O)Cc1cccs1	-4%	-3%	-2	nt	-4%	8%
O=C(c1ccccc1)c1ccc2nc(-c3ccc(NC(=O)c4ccccc4F)cc3)[nH]c2c1	?	0%	-9	2%	-6%	?
O=C(NNC(=S)NC1CCCCC1)c1cccs1	-16%	-1%	16	-2%	30%[activator]	4%
COc1ccc(NC(=O)CN(c2ccccc2OC)S(C)(=O)=O)c(OC)c1	nt	-1%	15	nt	nt	6%
CSCC(=O)NC1CCCc2c1cnn2-c1ccc(C)c(C)c1 (centres undefined)	-22%	-24%	-22	13%	-7%	2%
CCc1c(C)n([O-])c2c([n+]1=O)CCCCC2	9%	16%[11.4 µM]	1	1%	3%	-12%
CC(NC(=O)c1ccc2c(c1)C(=O)N(Cc1cccnc1)C2=O)c1ccccc1 (centres undefined)	nt	-8%	-34	nt	5%	-7%
COc1ccccc1C(=O)C1CCCN(C(=O)CCC(=O)c2ccccc2)C1 (centres undefined)	-2%	-10%	48	0%	6%	4%
CCOC(=O)c1c[nH][nH]c1=O	14%	-1%	-29	0%	3%	-3%
N#Cc1ccc(CN2CCN(C(=O)c3cn(Cc4ccccc4)nc3-c3cccnc3)CC2)cc1	14%	-34%	-7	nt	-2%	1%
O=C(Nc1nnc(CCOCCOCCc2nnc(NC(=O)c3ccco3)s2)s1)c1ccco1	4%	-24%	16	-3%	51%[activator]	?
CC(=O)CCC1CC(c2ccc(Cl)cc2)=NO1 (centres undefined)	2.8µM*	-1%	50	nt	10%	-6%
CCOc1ccccc1CN1CCCC(C(=O)Nc2cccc(-n3cccn3)c2)C1 (centres undefined)	?	-3%	-31	-2%	0%	-1%
Cc1cc(=O)n2nc(N3CCCC3C(=O)Nc3cccc(F)c3)sc2n1 (centres undefined)	12%	2%	13	-17%	9%	-8%
COc1cccc(NC(=O)CSc2ncc3c(n2)-c2ccc(Cl)cc2N(C)S3(=O)=O)c1	nt	-6%	14	nt	nt	1%
CCCS(=O)(=O)N1CCCC(C(=O)NCCCN2CCN(c3ccccc3F)CC2)C1 (centres undefined)	?	1%	-39	1%	7%	5%
O=C(O)c1ccc(-c2nc(-c3ccc(Cl)cc3)cs2)cc1	3%	1%	68	0%	-2%	?
O=c1[nH]c2ccc(Cl)cc2c(-c2ccccc2)c1SC(=S)N1CCCCC1	10%	2%	-38	0%	14%	-1%
CN1C(=O)C(=Cc2ccc(SC3CCCCC3)o2)C(=O)N(C)C1=O	14%	?	13	-18%	9%	?
C/C=C(\C)CN1CCN(c2cccc(C)c2C)CC1	10%	29%	-33	1%	-2%	-1%
CCOC(=O)N1CCN(CCC(=O)Nc2cc([N+](=O)[O-])ccc2OC)CC1	-6%	-10%	-4	6%	14%	?
Cc1ccc(CC2CC(=O)N(Cc3ccco3)C2=O)cc1 (centres undefined)	10%	13µM*	-13	-4%	-7%	-13%
COC(=O)C(NS(=O)(=O)c1ccc(F)cc1)c1ccccc1 (centres undefined)	16%	-6%	?	0%	20%	1%
CCOC(=O)C1=C(N)N2C(=O)C(C)SC2=C(C(=O)OC)C1c1cccc(OC)c1 (centres undefined)	6%	-25%	-86*	6%	63%[activator]	-15%
COc1ccccc1NC(=O)[C@H](COCc1ccccc1)NC(=O)OC(C)(C)C	-26%	-24%	10	0%	9%	?
CC(=O)Nc1c2c(nn1-c1ccc(F)cc1)CSC2	-19%	-8%	-39	9%	-4%	-7%
CC(C)(C)c1ccc(CSc2cnn(C(C)(C)C)c(=O)c2Cl)cc1	?	-10%	-78*	6%	9%	3%
CC(=O)N1c2ccc(Cl)cc2C2C=CCC2C1c1cccc2ccccc12 (centres undefined)	?	0%	nt	-11%	-11%	4%
C[C@@H]1CN([C@@H](C)CO)C(=O)c2cccc(NC(=O)Nc3ccc4c(c3)OCO4)c2O[C@H]1CN(C)S(=O)(=O)c1cn(C)cn1	24%	nt	-4	nt	4%	nt
CCCN(CCC)C(=O)CSc1nnc2cc(C)c3cc(C)cc(C)c3n12	nt	-4%	?	nt	nt	20%
COCCNc1nc2c(c(=O)n(Cc3ccccc3F)c(=O)n2C)n1C	-1%	12%	1	6%	4%	1%
CCOC(=O)C(CCCOc1ccccc1C)C(=O)OCC	?	-4%	3	17%	52%[activator]	1%
COc1ccc(NC(=O)Nc2ccc3c(c2)CC(=O)N([C@H](C)CO)C[C@H](C)[C@H](CN(C)Cc2ccc(C(=O)O)cc2)O3)cc1	13%	nt	36	nt	-2%	nt
COc1ccc(-n2c(C)cc(-c3csc(N)n3)c2C)cc1	?	-3%	2	0%	-22%	-13%
Cn1c(=O)c2c(ncn2CC(=O)Nc2cc(S(=O)(=O)N3CCCCC3)ccc2Cl)n(C)c1=O	-14%	nt	17	nt	-1%	nt
CCc1nc2ccccc2c(=O)n1NC(=O)c1c(O)c2ccccc2n(CC)c1=O	-12%	nt	?	-9%	79%[activator]	-13%
CCOc1ccc(C(=O)Nc2ccc(S(=O)(=O)N3CCN(C)CC3)cc2)cc1	-17%	-3%	31	6%	-7%	?
COc1ccc(C(=O)/C=C2/C(=O)Nc3ccccc32)cc1	-1%	9%	-13	7%	-6%	-5%
CN(C)CCCOC(=O)c1ccc(Cl)cc1	-3%	0%	0	-6%	46%[activator]	-9%
CC(C)Cc1csc(NC(=O)c2ccc(Cl)cc2)c1C(=O)O	16%	4%	11	-22%	0%	-5%
Cc1cc2ccccc2n1CCNC(=O)COc1ccc2ccccc2c1	?	5%	73	-9%	?	?
Cc1ccc2[nH]c3c(=O)n(CC(=O)NCCCN4CCN(c5ccc(F)cc5)CC4)ncc3c2c1	-5%	2%&2%	-37&6	5%	0%	-2%&14%
C[C@@](Cc1ccc(O)c(O)c1)(NN)C(=O)O	26%	-5%	-24	?	?	-15%
CCc1ccc(S(=O)(=O)NCCc2cn3ccc(C)cc3n2)s1	?	2%	-16	6%	-3%	-8%
CC(=O)c1ccc(NC(=O)Nc2ccc3snnc3c2)cc1	nt	2%	53	nt	nt	-5%
COc1cccc(CC(=O)Nc2cc(S(=O)(=O)N3CCOCC3)ccc2N2CCN(C)CC2)c1	5%	-20%	-25	nt	5%	-12%
O=C(CSCc1ccc(Cl)cc1)Nc1cc([N+](=O)[O-])ccc1O	2.2µM*	nt	-36	11%	11%	-5%
Cc1sc2ncnc(SCC(=O)NCC(C)C)c2c1C	?	-18%	-5	3%	-16%	0%
COc1ccc(NCc2nnc(SCC(=O)NCc3ccco3)n2-c2ccccc2OC)cc1	-24%	-6%	0	0%	0%	-6%
CN(C(=O)c1nc(-c2ccccc2)n(-c2ccccc2)n1)C1CCS(=O)(=O)C1 (centres undefined)	13%	-5%	-21	9%	9%	-4%
Cc1ccc2oc(-c3ccc(C)c(NC(=O)c4ccc5c(c4)OCCO5)c3)nc2c1	nt	0%	16	nt	nt	-1%
Cc1sc2ncnc(SCC(=O)NC(=O)NCc3ccco3)c2c1C	?	?	4	-1%	-8%	?

3 entries from above in another layout:
Values run as follows: HCV inh | Sm TGR inh | HCMV inh | FBPA Giardia inh | AMA1 RON2 block | AmpC detergent
> COc1ccc(NC(=O)Nc2ccc3c(c2)CC(=O)N([C@H](C)CO)C[C@H](C)[C@H](CN(C)Cc2ccc(C(=O)O)cc2)O3)cc1
→ 13% | nt | 36 | nt | -2% | nt
> COc1ccc(-n2c(C)cc(-c3csc(N)n3)c2C)cc1
→ ? | -3% | 2 | 0% | -22% | -13%
> Cn1c(=O)c2c(ncn2CC(=O)Nc2cc(S(=O)(=O)N3CCCCC3)ccc2Cl)n(C)c1=O
→ -14% | nt | 17 | nt | -1% | nt

2 entries picked at random from those above, as already listed:
SMILES	HCV inh	Sm TGR inh	HCMV inh	FBPA Giardia inh	AMA1 RON2 block	AmpC detergent
CCCN(CCC)C(=O)CSc1nnc2cc(C)c3cc(C)cc(C)c3n12	nt	-4%	?	nt	nt	20%
CCc1nc2ccccc2c(=O)n1NC(=O)c1c(O)c2ccccc2n(CC)c1=O	-12%	nt	?	-9%	79%[activator]	-13%

The list continues:
SMILES	HCV inh	Sm TGR inh	HCMV inh	FBPA Giardia inh	AMA1 RON2 block	AmpC detergent
Cc1cccc(N2CCN(C(=O)CCCOc3ccccc3)CC2)c1C	6%	-32%	93	1%	8%	-7%
COc1ccc(OC)c(/C=N/NC(=O)c2ccncc2)c1	30%[activator]	5%	24	5%	0%	-18%
COCCNC(=S)N/N=C1\CC(C)CC(C)(C)C1 (centres undefined)	9%	?	-76*	18µM*	16%	?
Cc1ccc(NC(=O)CN2C(=O)c3ccccc3Sc3ccc(C(=O)N4CCCC4)cc32)cc1	nt	9%	30	nt	nt	0%
CC[C@@]12C(=O)N(c3ccccc3)C(=O)N1[C@H](c1cccc(C)c1)[C@@H]1C(=O)N(Cc3ccccc3)C(=O)[C@@H]12	9%	2%	30	-4%	13%	-19%
COc1ccc(C2=CC3=C(Br)C(=O)C(C)(OC(=O)c4ccco4)C(=O)C3=CO2)cc1 (centres undefined)	4%	5µM*	nt	?	?	-3%
CCCCn1c(=O)c2oc3ccccc3c2n(CC(=O)Nc2cccc(Cl)c2)c1=O	nt	0%	-39	nt	nt	-1%
Nc1cc(=O)n(Cc2ccccc2)c(=O)n1-c1ccc(Cl)cc1	-2%	18%	-5	2%	2%	5%
CC(=NC1CCCC1)c1c(C)[nH]n(-c2nc3ccccc3s2)c1=O	-12%	0%	-28	11%	-7%	-13%
COc1ccccc1-c1c(C)nn2c(N3CCC4(CC3)OCCO4)cc(C)nc12	?	0%	-15	1%	3%	-3%
CNC(=O)Oc1ccc2c(c1)C(=O)c1ccccc1CO2	-4%	-15%	?	1%	-10%	?
CC1CCCN(S(=O)(=O)c2ccc3c(c2)c(=O)nc2ccccn23)C1 (centres undefined)	10%	-7%&1%	-10&1	8%	-21%	0%&9%

Bioassay records from PubChem BioAssay.
